APEX1 inh = qHTS Assay for Inhibitors of the Human Apurinic/apyrimidinic Endonuclease 1 (APE1). DNA repair nuclease/redox regulator APEX1 (Homo sapiens), P27695. Potency, µM (highest dose often 65.8 µM), for inactives: at the top dose activity change, negative = inhibition, actives largely listed as inhibitors. actives 0.35% (n = 350,000). AID 2517, 2012. recombinant APE1, TAMRA/BHQ-2 abasic DNA cleavage fluorescence;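 further: plate controls were vehicle for no effect and reference inhibitor for full effect; nearly all actives have a fitted effect of over 55% in size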
Target sequence (P27695 whole entry, looked up): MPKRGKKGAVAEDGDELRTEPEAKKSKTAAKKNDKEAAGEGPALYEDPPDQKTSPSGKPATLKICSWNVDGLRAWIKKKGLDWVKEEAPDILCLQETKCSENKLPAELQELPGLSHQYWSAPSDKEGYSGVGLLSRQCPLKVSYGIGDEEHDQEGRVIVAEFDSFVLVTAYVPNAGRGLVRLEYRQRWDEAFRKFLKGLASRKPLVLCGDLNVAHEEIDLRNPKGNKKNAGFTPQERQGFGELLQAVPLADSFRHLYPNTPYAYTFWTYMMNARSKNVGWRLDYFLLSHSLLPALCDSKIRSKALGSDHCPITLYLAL
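Enzyme (0.75 nM final) and test compound are incubated 15 min at room temperature before adding 50 nM quenched THF abasic-site duplex. Cleavage dequenches TAMRA, followed at 525/598 nm over three reads one minute apart.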
Pol iota inh = qHTS for Inhibitors of Polymerase Iota. Potency, µM (titrated, usually from 115 µM), without a hit: top-dose activity, negative = inhibition, actives largely listed as inhibitors. AID 588590, 2011. DNA polymerase iota (Homo sapiens), Q9UNA4. actives 1% (n = 390,000). Pol iota fluorescent replication assay, 10 min
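Fluorescent replication assay read twice, at 0 min and 10 min after adding 50 nM (final) substrate. Enzyme (10 nM) and compounds were first incubated 15 min at room temperature; enzyme-free buffer wells were negative controls.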
Pol eta inh = qHTS for Inhibitors of Polymerase Eta. actives 1.2% (n = 390,000). AID 588591, 2011. recombinant Pol eta, fluorescent DNA replication assay. DNA polymerase eta (Homo sapiens), Q9Y253. Potency, µM (titrated, usually from 114 µM), for inactives: top-dose activity change, negative = inhibition, hits mostly inhibitors; further: on the % scale 0 is the no-effect control and ±100 the full control effect
Target sequence (Q9Y253 whole entry, looked up): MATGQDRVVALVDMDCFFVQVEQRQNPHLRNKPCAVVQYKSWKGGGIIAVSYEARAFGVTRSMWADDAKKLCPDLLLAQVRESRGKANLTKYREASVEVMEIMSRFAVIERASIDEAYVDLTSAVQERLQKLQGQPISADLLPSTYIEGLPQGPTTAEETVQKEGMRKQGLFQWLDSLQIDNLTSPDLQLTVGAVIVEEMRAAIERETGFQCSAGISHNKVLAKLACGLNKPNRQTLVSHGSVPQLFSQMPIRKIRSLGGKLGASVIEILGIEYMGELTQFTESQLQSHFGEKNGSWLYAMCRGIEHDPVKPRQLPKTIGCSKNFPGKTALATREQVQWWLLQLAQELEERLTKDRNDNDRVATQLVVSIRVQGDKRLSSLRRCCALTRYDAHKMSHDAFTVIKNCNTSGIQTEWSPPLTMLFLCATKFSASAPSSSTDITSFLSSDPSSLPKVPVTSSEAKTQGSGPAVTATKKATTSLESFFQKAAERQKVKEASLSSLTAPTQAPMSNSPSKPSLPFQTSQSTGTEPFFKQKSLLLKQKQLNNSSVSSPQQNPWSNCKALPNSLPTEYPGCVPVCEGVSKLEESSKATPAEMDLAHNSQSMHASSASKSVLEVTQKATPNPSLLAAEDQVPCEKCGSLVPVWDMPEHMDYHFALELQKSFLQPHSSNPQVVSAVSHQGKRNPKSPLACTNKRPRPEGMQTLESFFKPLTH
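Fluorescent replication assay: 50 nM final substrate added after a 15 min room-temperature compound preincubation with 10 nM enzyme. Signal taken at 0 min and again at 10 min.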
BLM helicase inh = qHTS Assay for Inhibitors of Bloom's syndrome helicase (BLM). recombinant BLM DNA unwinding, fluorescence dequenching. Potency, µM (titrated, usually from 56.1 µM), inactives show at the highest dose activity change, negative = inhibition, most hits filed as inhibitors. actives 0.2% (n = 350,000). AID 2528, 2010;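 further: plate controls were vehicle for no effect and no enzyme for full effect; nearly all actives have a fitted effect of over 35% in size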
POLK inh = qHTS for Inhibitors of Polymerase Kappa; DNA polymerase kappa (Homo sapiens), Q9UBT6; purified Pol kappa, fluorescent DNA synthesis assay, 10 min; Potency, µM (series often up to 107 µM), without a hit: top-dose activity, negative = inhibition, actives largely listed as inhibitors; actives 0.53% (n = 400,000); further: on the % scale 0 is the no-effect control and ±100 the full control effect
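Enzyme at 10 nM met test compounds for 15 min at room temperature. Substrate addition (50 nM final) began the reaction, which was monitored by fluorescence at 0 and 10 min.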
BAZ2B inh = qHTS Assay for Inhibitors of BAZ2B; actives 4.4% (n = 360,000); Potency, µM (top dose mostly 114 µM), for inactives: top-dose activity change, negative = inhibition, usual class: inhibitors; AlphaScreen BAZ2B-H3K14Ac peptide displacement; further: on the % scale 0 is the no-effect control and ±100 the full control effect; nearly all actives have a fitted effect of over 60% in size
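Complex of BAZ2B and biotin-H3K14Ac (50 nM apiece) forms over 30 min at RT, then faces library compounds up to 110 uM for another 30 min; AlphaScreen beads added, 20 min dark incubation, luminescence read.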
Pol beta inh = qHTS Assay for Inhibitors of DNA Polymerase Beta. Potency, µM (top dose mostly 114 µM), inactives show top-dose activity change, negative = inhibition, usual class: inhibitors. Pol beta primer extension/strand displacement, fluorescence kinetic. actives 1.3% (n = 340,000); further: on the % scale 0 is the no-effect control and ±100 the full control effect
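Enzyme-only controls used 10 nM Pol beta; buffer lacking enzyme served as negative control. Compound preincubated 15 min, then 50 nM substrate added; 0 and 10 min reads at room temperature.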
G9a inh = qHTS Assay for Inhibitors of Histone Lysine Methyltransferase G9a. Histone-lysine N-methyltransferase EHMT2 (Homo sapiens), Q96KQ7. G9a H3K9 monomethylation, AlphaScreen, 2 h. Potency, µM (series often up to 102 µM), for the others: at the top dose activity, negative = inhibition, usual class: inhibitors. actives 8.8% (n = 350,000). AID 504332, 2011; further: on the % scale 0 is the no-effect control and ±100 the full control effect; nearly all actives have a fitted effect of over 75% in size
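Signal arises when biotinylated H3K9 peptide, once monomethylated, bridges streptavidin donor and antibody-captured acceptor beads. Enzyme at 20 nM was preincubated 15 min with test compounds; peptide 500 nM and SAM 20 uM then reacted for 2 h.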
JMJD2A Tudor = qHTS Assay for Inhibitors of JMJD2A-Tudor Domain | Potency, µM (highest dose often 114 µM), without a hit: at the top dose activity change, negative = inhibition, most hits filed as inhibitors | AlphaScreen JMJD2A-Tudor / H3K4me3 peptide binding | AID 504339, 2011 | actives 4.4% (n = 390,000); further: on the % scale 0 is the no-effect control and ±100 the full control effect; nearly all actives have a fitted effect of over 50% in size
An asterisk follows results filed as active; ? = inconclusive; . = not tested or not shown; [ ] = dose if it differs, or a comment. The call rests on the fitted dose curve; in most records, active means well fitted curve in the direction sought with a large enough effect; inconclusive means small, poorly fitted or top-dose-only effect, or another doubt; inactive means no such curve, though single readings can be large; an effect the other way counts as inactive or inconclusive. Potency means the concentration at half of the fitted maximal effect. Only part of the results is shown; the hit share may differ from the screen's.

SMILES | APEX1 inh | Pol iota inh | Pol eta inh | BLM helicase inh | POLK inh | BAZ2B inh | Pol beta inh | G9a inh | JMJD2A Tudor
CC1=CC(=NNS(=O)(=O)c2ccc([N+](=O)[O-])cc2)CC(C)(C)C1 | . | 15.8% | -15.4% | . | 4.2% | . | . | . | -14.5%
Cc1nc(-c2ccccc2)cs1 | 2.0% | 3.4% | -10.7% | 1.7% | -5.6% | 2.3% | 3.1% | 1.4% | -5.2%
CCOc1ccccc1-n1c(SCC(=O)NC(C)(C)C)nnc1-c1ccoc1C | -0.4% | 13.4% | -14.0% | 1.1% | -7.5% | 4.9% | 25.2% | . | -1.9%
O=C(Nc1cccc(O)c1)C1CC(c2cccc(Br)c2)=NO1 (stereo not given) | 34.1% | 90.9%[activator] | -3.6% | -5.4% | -5.8% | -23.1% | -0.5% | 4.5% | -27.3%
O=C(COC(=O)c1cccs1)Nc1ccccc1[N+](=O)[O-] | ? | 11.1% | 2.8% | -1.3% | -0.8% | -14.7% | 37.8% | 10.0% | -28.7%
CCc1cc(C(=O)NNC(=O)CCl)sc1C | -3.5% | 12.7% | -8.8% | -3.5% | -11.3% | 0.9% | 0.5% | 2.7% | -3.2%
CCCOC(=O)CSc1nc(N2CCOCC2)c2c(c1C#N)CC(C)(C)OC2 | -8.9% | 9.1% | -18.8% | -6.5% | 1.1% | 2.5% | 3.5% | 11.2% | -4.2%
CCn1cc(/C=N\NC(=O)C2(C)CC2(Cl)Cl)c(C)n1 (stereo not given) | 4.2% | 30.7%[activator] | 0.0% | 6.4% | -4.7% | 2.7% | 33.5% | 3.8%[59 µM] | -21.9%
COc1cc(C2CC(=O)Oc3ccc(O)cc32)cc(OC)c1OC (stereo not given) | -5.3% | . | . | -0.6%[75.6 µM] | -16.5% | . | . | 15.8µM* | .
O=c1oc(-c2cccnc2)nc2ccccc12 | -4.7% | 5.9% | -16.6% | 0.8% | 7.6% | 0.1% | -5.3% | ? | -6.6%
CC(=O)C(C(C)=O)C1(O)C(=O)c2ccccc2C1=O | ? | 3.16µM* | 89.1µM* | ? | -2.4% | -2.2% | ? | 50.1µM* | -5.5%
Cc1cccc(N2CCN(C(=O)CCCSc3nc4ccccc4[nH]3)CC2)c1C | -8.7% | -15.1%[58.9 µM] | -19.9% | -5.7% | -10.3% | -34.7% | -23.9% | ? | -31.0%
O=C(N/C(=C/c1ccco1)C(=O)N1CCCCCC1)c1ccccc1 | 13.2% | 20.9% | -6.6% | 0.7% | -4.9% | 1.7% | 14.3% | 44.7µM* | -16.4%
C=CCn1c(SCC(=O)NC(=O)NC)nnc1C1CCCCC1 | 6.5% | 84.8%[activator] | -2.1% | -1.7% | -6.0% | -0.1% | 1.4% | 14.2% | 1.0%
COCCN(C(=O)CSc1nnc(-c2ccc(Cl)cc2)o1)c1c(N)n(CC(C)C)c(=O)[nH]c1=O | 25.8% | 10.2% | -19.7% | 1.6% | 0.0% | 7.9% | 4.7% | 131.9%[activator] | 2.1%

A second format for some results above.
> CC1=CC(=NNS(=O)(=O)c2ccc([N+](=O)[O-])cc2)CC(C)(C)C1
- APEX1 inh: .
- Pol iota inh: 15.8%
- Pol eta inh: -15.4%
- BLM helicase inh: .
- POLK inh: 4.2%
- BAZ2B inh: .
- Pol beta inh: .
- G9a inh: .
- JMJD2A Tudor: -14.5%

> Cc1nc(-c2ccccc2)cs1
- APEX1 inh: 2.0%
- Pol iota inh: 3.4%
- Pol eta inh: -10.7%
- BLM helicase inh: 1.7%
- POLK inh: -5.6%
- BAZ2B inh: 2.3%
- Pol beta inh: 3.1%
- G9a inh: 1.4%
- JMJD2A Tudor: -5.2%

> CCOc1ccccc1-n1c(SCC(=O)NC(C)(C)C)nnc1-c1ccoc1C
- APEX1 inh: -0.4%
- Pol iota inh: 13.4%
- Pol eta inh: -14.0%
- BLM helicase inh: 1.1%
- POLK inh: -7.5%
- BAZ2B inh: 4.9%
- Pol beta inh: 25.2%
- G9a inh: .
- JMJD2A Tudor: -1.9%

> O=C(Nc1cccc(O)c1)C1CC(c2cccc(Br)c2)=NO1 (stereo not given)
- APEX1 inh: 34.1%
- Pol iota inh: 90.9%[activator]
- Pol eta inh: -3.6%
- BLM helicase inh: -5.4%
- POLK inh: -5.8%
- BAZ2B inh: -23.1%
- Pol beta inh: -0.5%
- G9a inh: 4.5%
- JMJD2A Tudor: -27.3%

The list continues.
SMILES | APEX1 inh | Pol iota inh | Pol eta inh | BLM helicase inh | POLK inh | BAZ2B inh | Pol beta inh | G9a inh | JMJD2A Tudor
CCOC(=O)CSc1nc2ccc(NC(=O)c3ccccc3)cc2s1 | . | 11.3% | -6.9% | -2.8% | -13.1% | -2.5% | ? | ? | -4.6%
CCC/C=N/NC(=O)c1cc(-c2ccccc2)nc2ccccc12 | 0.6% | -17.9% | -5.1% | 2.2% | -18.3% | -8.0% | 33.2% | 50.4%[activator][59 µM] | 10.4%
COc1ccc(NS(=O)(=O)c2ccc(C(=O)N3CCN(Cc4ccccc4)CC3)cc2)cc1 | -11.6% | 21.4% | -20.1% | 0.0% | -4.9% | -25.8% | 8.7% | -41.7% | -22.5%
Cc1ccc(C(=O)N2CCCC(Nc3cccc(F)c3)C2)cc1N1CCNC1=O (stereo not given) | 2.8% | 21.4% | -28.1% | -2.3% | -4.6% | 0.4% | 38.1% | . | -8.8%
O=C(NNC(=O)c1ccccc1F)c1cccs1 | 2.3% | 48.9%[activator] | -15.4% | -2.3% | -1.1% | -4.5% | 32.6% | -8.0% | 1.3%
Cc1cccc(-n2c(=S)[nH]c3sc4c(c3c2=O)CCc2ccccc2-4)c1 | 7.6% | 64.3%[activator] | -8.0% | 0.7% | -24.6% | ? | 5.2% | ? | ?
C[C@H]1CN([C@@H](C)CO)C(=O)c2cccc(NS(=O)(=O)c3ccc(F)cc3)c2O[C@H]1CN(C)Cc1ccc(Cl)c(Cl)c1 | -15.0% | -8.5% | -17.2% | . | -16.4% | . | . | . | -32.1%
CC(=O)Nc1ccc(NC(=O)CSc2nc3c([nH]c4ccccc43)c(=O)n2-c2ccccc2F)cc1 | 18.9% | 32.0%[activator] | -14.4% | -2.4% | -3.3% | -22.9% | -14.0% | 5.5% | -31.9%
COc1cccc(/C=C2\SC(=S)N(CCCC(=O)NC3=NCCS3)C2=O)c1 | 7.2% | -8.2% | -6.3% | -4.8% | -6.4% | ? | 1.6% | ? | ?
COc1ccc(C(=O)N2CCC(O)(c3ccc(Cl)cc3)CC2)cc1OC | 5.4% | -4.8% | -11.3% | -2.8% | 7.9% | -7.5% | -4.8% | . | 0.7%
CCOC(=O)C1=CN(Cc2cccc(F)c2)S(=O)(=O)N(C)C1CCc1ccccc1 (stereo not given) | -10.2% | -22.6% | -9.1% | . | -8.5% | . | . | . | 9.6%
CCOc1ccc(S(=O)(=O)NCCC(=O)N2CC=C(c3ccccc3)CC2)cc1 | -0.4% | 1.3% | -11.0% | . | -24.7% | 10.3% | . | 7.8%[12.7 µM] | -17.8%
CCN=C1SC(CC(=O)NC2CCCCC2)C(=O)N1CC (stereo not given) | 4.5% | 27.1% | -22.4% | -2.9% | -3.4% | 7.5% | -4.9% | 6.3%[59 µM] | -2.2%
O=C(CN(c1ccc(F)cc1)S(=O)(=O)c1ccccc1)Nc1ccccc1C(=O)O | -4.4% | 79.1%[activator] | -12.0% | -1.8% | -4.2% | -14.7% | 5.0% | ? | -9.8%[11.4 µM]
COc1ccc(NC(=O)CC(c2ccc(F)cc2)c2ccc(OC)cc2)cc1 (stereo not given) | -1.6% | 6.7% | -1.4% | 4.7% | 0.3% | -3.1% | 10.0% | 11.7%[59 µM] | 16.0%
CNC(=O)COC(=O)/C=C/c1cn(-c2ccccc2)nc1-c1ccc2c(c1)OCCO2 | -7.2% | 10.4% | 1.8% | -6.1% | -12.8% | 30.8%[activator] | 9.1% | -1.5% | -14.5%
COc1ccc(NC(=O)CCCn2c(=O)oc3ccccc32)cc1Cl | 7.7% | 17.8% | -24.9% | -1.3% | 6.4% | -21.3% | -8.7% | -8.8%[59 µM] | -5.0%
COCCNS(=O)(=O)c1cc(C)c(C)cc1C | 1.6% | -2.1% | -16.7% | 5.3% | 1.7% | 3.9% | 0.5% | -7.1%[59 µM] | -7.1%
CC(=O)Nc1ccc(Nc2nc(-c3sc(NC(C)=O)nc3C)cs2)cc1 | -17.5% | 9.8% | -19.2% | -1.0% | -6.4% | 50.1µM* | ? | 50.1µM* | ?
S=C1NCN(Cc2cccnc2)CN1Cc1ccccc1 | 0.1% | 135.4%[activator] | -7.6% | 1.9% | -7.7% | -17.2% | 3.6% | -3.7% | -12.2%
O=C(NCCCO)c1cc([N+](=O)[O-])cc2c1C=Cc1ccccc1O2 | -5.7% | ? | -11.9% | -6.3% | -16.8% | -7.5% | -17.9% | ? | ?
CCCCCCOC(=O)CC1CC(C(C)=O)C1(C)C (stereo not given) | . | 111.5%[activator] | -6.1% | . | -1.9% | . | . | . | 34.9%
CC1CC(C)CN(CC(=O)Nc2cc(S(=O)(=O)N3CCOCC3)ccc2N2CCCC2)C1 (stereo not given) | 6.4% | -2.8% | 4.2% | . | 3.1% | -2.0% | . | ? | -15.4%
O=C(CN(Cc1ccccc1)C(=O)c1csnn1)NCCc1ccccc1 | 55.8%[activator][12.4 µM] | 128.2%[activator] | -20.5% | 1.3% | -0.7% | 0.6% | 11.7% | -0.8%[59 µM] | -6.0%
O=C(NC1CCN(Cc2ccccc2)CC1)c1cccc(OC(F)F)c1 | 2.3% | -6.8% | -9.1% | 1.6% | -3.2% | 12.8% | 17.3% | -6.8%[2.33 µM] | -7.0%
O=c1c2[nH]c3ccc(F)cc3c2nc2n1CCS2 | -9.5% | 113.2%[activator] | -15.9% | -5.8% | -16.4% | 3.6% | 6.3% | 4.5% | -3.0%[11.4 µM]
CCN(CCCNC(=O)C1CCN(S(=O)(=O)c2cnc[nH]2)CC1)c1cccc(C)c1 | 8.6% | -13.7% | -8.2% | -2.6% | 1.8% | -38.6% | 8.5% | ? | -22.3%
O=C(NCc1ccc(Cl)c(Cl)c1)C1CCCC1 | . | 58.0%[activator] | -18.4% | . | -7.0% | . | . | . | 14.2%

Screens (PubChem)
